LANA DNA inh – inhibitors of KSHV C-LANA binding to DNA, primary screen, biochemical, fluorescence polarization, FAM-LBS DNA, MBP-C-LANA, single point | 340,000 tested, 0.078% active | inhibition, % at 9 µM | AID 504423, 2011 | Kaposi's sarcoma herpesvirus LANA C-terminal domain (residues 932-1162) DNA binding;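 active = highest replicate inhibition at or above 60% at 9 µM, even if other replicates fall short; inactive = all replicates below 60% inhibition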;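 also: 0% = neutral control wells and 100% = 4 µM acridine orange control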
NSD2 HMT inh – NSD2 histone methyltransferase inhibitors, primary screen, biochemical, AlphaScreen, single concentration, set 2; 310,000 tested, 0.54% active; NSD2 peptide methylation, 120 min; inhibition, % at 12.5 µM; Histone-lysine N-methyltransferase NSD2 (Homo sapiens), O96028; in the data active = inhibition above about 50%
cardiac RTF act – cardiac RTF calcium sensitivity activators, primary screen, biochemical, IANBD-TnC fluorescence, EC20 calcium | activation, % at 7.2 µM | IANBD-labeled TnC RTF fluorescence at EC20 calcium; 0% EC20 calcium, 100% full calcium | 340,000 tested, 0.24% active | Troponin I, cardiac muscle (Homo sapiens) + Troponin T, cardiac muscle (Homo sapiens) + … | AID 493008, 2010;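 active = activation above the mean over all tested compounds plus 3 SD, cut at about 30% in these data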;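 also: rise in fluorescence read as greater calcium sensitivity of cardiac thin filaments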
dFosB activator – activators of delta FosB homodimer, primary screen, biochemical, fluorescence polarization, TAMRA-CDK5 oligo, single point; purified delta FosB; percent of positive-control signal above neutral wells; Protein FosB (Mus musculus), P13346; activation, % at 25 µM; 340,000 tested, 0.99% active;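 active = mean activation above about 17%, with every replicate also reaching it, limit read from the data, passing the limit was not always enough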;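 also: fluorescence polarization rise as delta FosB binds a TAMRA Cdk5 AP-1 oligo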
Target sequence (P13346 whole entry, looked up): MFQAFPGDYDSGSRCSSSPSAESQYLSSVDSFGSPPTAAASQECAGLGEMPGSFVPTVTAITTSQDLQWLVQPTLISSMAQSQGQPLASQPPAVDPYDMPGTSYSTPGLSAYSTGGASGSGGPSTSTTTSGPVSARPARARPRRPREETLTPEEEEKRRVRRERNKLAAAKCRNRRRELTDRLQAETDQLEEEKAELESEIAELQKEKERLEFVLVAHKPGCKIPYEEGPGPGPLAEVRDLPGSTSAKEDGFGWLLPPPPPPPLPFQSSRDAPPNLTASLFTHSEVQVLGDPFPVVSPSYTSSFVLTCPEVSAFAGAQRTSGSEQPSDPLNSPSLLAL
PvdQ inh – P. aeruginosa PvdQ acylase inhibitors, primary screen, biochemical, fluorescence, plate reader and imaging, single point. purified PvdQ acylase. inhibition, % at 10 µM. 340,000 tested, 0.063% active. AID 488965, 2010; in the data active = inhibition above about 30%, passing the limit was not always enough;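 also: 0% = vehicle neutral wells and 100% = reference inhibitor wells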
Rtt109 Vps75 – inhibitors of C. albicans Rtt109/Vps75 HAT, primary screen, biochemical, ThioGlo CoA-SH fluorescence, plate reader; purified Rtt109/Vps75, 4 h; 330,000 tested, 0.16% active; inhibition, % at 34.9 µM;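 active = inhibition of at least 50% in every replicate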
Cardiac RTF inh – cardiac RTF calcium sensitivity inhibitors, primary screen, biochemical, IANBD-TnC fluorescence, EC70 calcium | IANBD-labeled cardiac RTF, Ca2+ fluorescence | inhibition, % at 7.15 µM | 340,000 tested, 0.12% active;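 active = inhibition above the mean inhibition of all tested compounds plus 3 SD, cut at about 17% in these data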;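 also: assay run at fixed EC70 calcium of 1.6 mM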
CDK5 inh – inhibitors of human CDK5/p35 kinase, primary screen, biochemical, single concentration | Recombinant CDK5/p35, ADP-Glo luminescence, 60 min | 330,000 tested, 0.01% active | Cyclin-dependent kinase 5 (Homo sapiens) + Cyclin-dependent kinase 5 activator 1 (Homo … | inhibition, % at 10 µM;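 active = highest replicate inhibition of at least 50% and at least 75% of replicates reaching 50%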;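 also: plate controls were DMSO neutral control for no effect and GW8510 at 10 µM for full effect; many of its hits are not listed in these tables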
Target sequence (Q00535 whole entry, looked up): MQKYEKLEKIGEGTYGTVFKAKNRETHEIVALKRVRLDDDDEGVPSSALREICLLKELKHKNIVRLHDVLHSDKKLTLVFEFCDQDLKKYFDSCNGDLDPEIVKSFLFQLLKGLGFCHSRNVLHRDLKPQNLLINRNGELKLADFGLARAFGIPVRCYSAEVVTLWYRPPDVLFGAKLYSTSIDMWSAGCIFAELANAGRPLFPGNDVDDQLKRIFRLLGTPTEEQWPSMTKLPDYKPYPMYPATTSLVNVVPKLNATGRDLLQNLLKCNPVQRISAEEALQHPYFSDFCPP
Target sequence (Q15078 whole entry, looked up): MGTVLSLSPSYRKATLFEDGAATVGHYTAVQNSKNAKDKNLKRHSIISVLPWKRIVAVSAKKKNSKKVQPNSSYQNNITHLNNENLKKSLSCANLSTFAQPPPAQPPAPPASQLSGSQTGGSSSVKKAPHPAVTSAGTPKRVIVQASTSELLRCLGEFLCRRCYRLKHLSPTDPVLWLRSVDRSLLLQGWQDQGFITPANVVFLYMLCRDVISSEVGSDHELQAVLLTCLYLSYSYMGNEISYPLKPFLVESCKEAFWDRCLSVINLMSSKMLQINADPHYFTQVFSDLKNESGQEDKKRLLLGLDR
Keap1 Nrf2 FP – Keap1-Nrf2 protein-protein interaction inhibitors, primary screen, biochemical, fluorescence polarization, single point; Kelch-like ECH-associated protein 1 (Homo sapiens), Q14145; Keap1 Kelch-Nrf2 peptide fluorescence polarization, 1536-well; inhibition, % at 9.4 µM; 340,000 tested, 0.15% active; in the data active = inhibition above about 12%;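 also: human Keap1 Kelch domain with fluorescein labeled Nrf2 9mer peptide probe; 0% = neutral control wells and 100% = peptide positive control; higher means more block of Keap1 binding to Nrf2 peptide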
Mot1-301 SUMO – yeast Mot1-301 growth rescue at high temperature, primary screen, SUMOylation pathway inhibitor project, S. cerevisiae, ATP luminescence, 38.5C; S. cerevisiae Mot1-301 growth rescue; percent above DMSO median, 100 means doubled; growth rescue, % at 18.8 µM; 320,000 tested, 1% active; AID 2716, 2010;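 active = every valid replicate shows activation above 250% relative to neutral control wells; inactive = the rest, any valid replicate at or below 250%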;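 also: OY570 slx delta 5 strain wells were the positive control but not used for scaling; some compounds called inactive have numbers as strong as hits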
PfHsp90 set2 – growth inhibition of PfHsp90-expressing yeast, primary screen, antimalarial PfHsp90 inhibitor project, S. cerevisiae, BacTiter-Glo luminescence, single point, set 2; AID 504621, 2011; 310,000 tested, 0.32% active; BacTiter-Glo ATP, 48 h; yeast lacking PDR1 and PDR3 efflux regulators; inhibition, % at 9.4 µM;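 active = every replicate shows inhibition above about 80%, whatever the replicate mean, limit read from the data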;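 also: 0% = DMSO neutral controls and 100% = 20 µM radicicol positive controls; yeast relying on Plasmodium falciparum Hsp90 in place of its own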
* = called active by the depositor; x = no result given. Hits appear at their usual frequency; 3.2% or so of the library scored in one or more.

canonical_smiles	Keap1 Nrf2 FP	PfHsp90 set2	PvdQ inh	LANA DNA inh	Rtt109 Vps75	cardiac RTF act	NSD2 HMT inh	dFosB activator	Mot1-301 SUMO	Cardiac RTF inh	CDK5 inh
Cc1cc(SCC(=O)c2ccccc2)nc(=O)[nH]1	-2	-10	-9	1.0	-23	2	2	0	1	-8	1.4
Cc1cc(Cl)ccc1OCCCC(=O)N1CCN(S(=O)(=O)c2ccccc2)CC1	-3	38	-8	-0.7	0	-5	12	-26	-15	-11	1.6
CCC(c1nc2ccccc2c(=O)n1-c1cccnc1)N1C(=O)c2ccccc2C1=O (centres undefined)	1	-8	7	2.1	1	-4	2	-3	-26	-7	0.0
COC(=O)c1c(NC(=O)COC(=O)c2ccc(C)s2)sc2c1CCCCC2	-2	-1	-11	-0.4	-6	-4	-2	-5	10	2	0.3
CCC(CC)NC(=O)c1nn(Cc2ccccc2)c(=O)c2ccccc12	2	10	-7	0.8	-7	-3	-4	-6	30	-12	-0.5
Cc1cc(C)c2cccc(NC(=S)NC(=O)c3ccccc3)c2n1	0	-7	6	-1.2	-5	1	1	-9	x	1	-0.6
COc1ccc(-c2ccc(-c3cc(=O)oc4cc(OC)c(OC)c(OC)c34)cc2)cc1OC	-2	0	17	-1.8	-4	-5	x	1	x	-3	2.7
O=S(=O)(c1ccc2c(c1)CCCN2)N1CCCC2CCCCC21 (centres undefined)	4	-11	18	-2.0	8	0	6	5	34	-2	0.0
Cn1c(=O)[nH]c(=O)c2c1nc(Br)n2CCOc1ccccc1	0	10	-1	0.4	12	-8	-1	-5	-9	-9	2.4
CCOC(=O)N1CCC(NC(=O)c2cc(-c3ccc(OC)cc3)nc3ccccc23)CC1	-1	6	-12	0.8	-2	0	0	-5	8	-1	x
Fc1ccc(-n2c(-c3ccc4ccccc4n3)n[nH]c2=S)cc1	2	22	0	0.2	-4	1	2	-2	-1	-3	1.1
CSCCC(NC(=O)c1ccccc1)C(=O)NCCCSc1ccccc1 (centres undefined)	1	-1	-11	-0.6	5	5	0	-14	-1	-7	-0.9
CC1(C)CC(=O)c2cnc(NCc3ccco3)nc2C1	4	15	10	0.2	2	-8	0	-6	83	-1	2.7
CCCCNc1c(-c2ccc(OC)c(SC3CCCCC3)c2)nc2ccc(C)cn12	-6	-1	-4	-0.1	9	-9	-3	-2	x	-8	-0.3
O=C(NCC(c1cccnc1)N1CCN(c2ccccc2)CC1)c1ccc2c(c1)OCO2 (centres undefined)	5	3	-6	1.9	1	2	-1	-2	43	-9	0.3
CCN1CCN(c2ccc(S(=O)(=O)N3CCOCC3)cc2NC(=O)CCOc2ccccc2)CC1	2	23	-9	0.4	-1	2	1	-8	2	-15	1.3
CCc1cccc2cc3c(N)c(C(=O)Nc4ccc(S(=O)(=O)N5CCCC5)cc4)sc3nc12	7	-12	-15	1.4	0	22	-3	-19	-22	-61	0.2
Cc1cc(O)cc2c1O[C@@](C)(CCC[C@@H](C)CCC[C@@H](C)CCCC(C)C)CC2	-2	14	-13	-1.1	0	-4	x	-4	0	4	-1.2
CC(CC(=O)Nc1cc(S(=O)(=O)N2CCOCC2)ccc1OCC(F)(F)F)c1ccccc1 (centres undefined)	-4	-22	4	-0.6	5	1	-2	-11	4	-2	-1.2
O=C(COc1ccccc1)NCCSCc1ccco1	-11	-14	18	1.4	15	2	1	2	165	4	1.6

Later entries.
canonical_smiles	Keap1 Nrf2 FP	PfHsp90 set2	PvdQ inh	LANA DNA inh	Rtt109 Vps75	cardiac RTF act	NSD2 HMT inh	dFosB activator	Mot1-301 SUMO	Cardiac RTF inh	CDK5 inh
Cn1ccc(-c2ccccc2)n1	1	1	-10	2.5	-2	-2	-4	-1	-3	5	0.6
CN(C(=O)CSc1nnc(-c2cccs2)n1N)c1ccccc1	-5	-10	-22	-1.0	-13	-3	-1	-7	83	-10	-0.2
CCOc1ccc(CCNC(=O)CN2C(=O)CCSc3ccccc32)cc1	2	-17	-5	0.5	-6	-3	-1	1	-2	1	-1.5
O=C(COC(=O)C12CC3CC(CC(C3)C1)C2)Nc1ccc(OC(F)F)cc1	-10	14	-10	-2.0	3	-3	-10	3	-24	-2	-1.2
COc1ccc(OC)c(C2=CC(=O)C[C@H](c3ccc4c(c3)OCO4)C2)c1	1	-34	-2	-0.9	3	9	x	-1	-8	1	1.1
CC1CCN(CC(C)OC(=O)c2ccco2)CC1 (centres undefined)	4	-12	3	-0.7	-6	0	0	0	-22	-2	-2.1
COc1ccc(N2CCN(C(=O)CSc3nnnn3C3CC3)CC2)cc1	-2	0	-10	-0.3	-4	3	2	-4	8	-2	0.7
CCOC(=O)c1ccccc1NC(=O)COC(=O)c1c(CC)noc1C	0	x	5	-0.3	13	-3	-1	-4	-11	-1	0.1
CSC(=S)N/N=C/c1ccc(N(C)C)cc1	0	1	-1	1.3	15	-1	-2	-4	0	-2	0.5
O=C(O)Cn1cnc2sc3c(c2c1=O)CCCC3	0	3	-1	0.2	-11	4	-3	-8	15	-2	2.1
S=C(Nc1ccc(Cl)cc1)c1sc(N2CCCCC2)nc1N1CCOCC1	-1	16	-6	0.6	3	-8	2	-7	14	-8	1.5
O=C(NCC1CCCO1)C(=O)c1c[nH]c2ccccc12 (centres undefined)	-6	16	9	0.2	x	-6	2	-8	5	5	0.9
CC1(c2ccc3ccccc3c2)NC(=O)N(CC(=O)NCc2cccs2)C1=O (centres undefined)	1	22	-14	-0.7	0	-5	7	-7	47	0	0.3
CCOc1ccccc1N1CCN(C(=O)c2ccc3[nH]c4c(c3c2)CCCC4)CC1	-10	1	2	-1.9	1	0	3	-1	21	-4	0.5
Cc1ccc2sc(N3CCN(CCNC(=O)c4ccco4)CC3)nc2c1C	-1	x	-17	1.2	5	-5	0	-3	-2	-20	-1.1
CCOC(=O)CNc1nc(Cl)nc(Nc2ccccc2)n1	2	8	-11	0.9	1	-2	-3	8	3	-5	0.0
CCCN=C1N(C)C[C@@H]2[C@@H]3C(=O)N(C)C(=O)[C@@H]3[C@](C)(C(=O)OC)N12	0	8	3	-0.6	-8	-4	x	7	x	-2	8.6
Cc1cc(C)c2[nH]c(O)c(N=NC(=S)NCC3CCCO3)c2c1 (centres undefined)	-3	x	-11	-1.6	6	0	-1	-7	16	0	-0.4
Cc1cc(NC(=O)c2ccc(C#N)cc2)on1	-3	-7	4	1.0	-5	-2	0	-3	174	14	1.2
O=C(CNC(=S)N(CCCN1CCOCC1)Cc1cccs1)NCc1ccccc1Cl	-7	-38	-16	0.3	1	2	2	-14	-2	-4	-7.8

Following part.
canonical_smiles	Keap1 Nrf2 FP	PfHsp90 set2	PvdQ inh	LANA DNA inh	Rtt109 Vps75	cardiac RTF act	NSD2 HMT inh	dFosB activator	Mot1-301 SUMO	Cardiac RTF inh	CDK5 inh
Cc1ccc(S(=O)(=O)N(C)CCCC(=O)n2nc(C)cc2C)cc1	2	12	-15	-2.1	-7	4	4	2	-11	-12	-1.6
O=C(O)c1ccc(NC(=O)c2cc3ccccc3o2)cc1	-3	11	-6	0.1	-1	-1	7	-5	-13	2	0.5
Cc1nccn1CC(O)COc1ccc([N+](=O)[O-])cc1 (centres undefined)	3	-10	0	-1.1	2	-1	-1	2	3	1	1.1
Cc1ccc(-n2ncc3c(SCc4cccnc4)ncnc32)c(C)c1	-4	4	-8	0.3	11	6	0	-7	x	4	-0.3
C=CCNC(=S)NNC(=O)c1ccc(OCCCC)cc1	-2	-22	5	3.1	16	-3	-1	-1	-12	2	-1.6
CCn1c(CNC(=O)c2ccc3c(c2)OCO3)nnc1SCC(=O)Nc1cc(C)ccc1OC	1	-8	-14	0.5	-2	-5	1	-6	446	0	-0.3
COc1cccc(NC(=O)c2ccc[n+](C)c2)c1	-7	14	-13	-2.6	-1	-3	-2	13	-9	-7	-0.4
COC(=O)c1cc(NC(=O)CN(c2ccccc2OC)S(=O)(=O)c2ccccc2)ccc1Cl	-4	11	-16	1.0	-4	2	-1	-5	-6	-3	1.0
Cn1nc([N+](=O)[O-])nc1N1CCOCC1	0	-4	2	0.2	28	-7	-5	2	-9	6	1.3
COCCNC(=S)Nc1ccc2nc(N3CCN(C)CC3)cc(C)c2c1	-1	-11	12	1.1	-2	-3	4	8	3	-3	1.2
CCOCCn1c(=NC(=O)c2cc3ccccc3oc2=O)sc2cc(S(N)(=O)=O)ccc21	-4	7	5	-0.8	6	0	-2	14	-23	-24	1.1
COc1ccc(O)c(C(=O)CC(=O)c2ccccc2C)c1	0	-15	5	-1.4	0	1	7	-8	3	-8	-0.8
OC1(c2ccc(Cl)c(Cl)c2)C[n+]2ccccc2N1Cc1ccccc1 (centres undefined)	-2	24	-21	-0.7	-1	9	4	-52	-2	1	-0.1
CC(=O)Nc1ccc(S(=O)(=O)NC(C(=O)O)C2=CCC=CC2)cc1 (centres undefined)	-2	-1	0	1.5	x	3	-2	-4	12	-2	-2.3
CCCn1c(N)c(C(=O)CSc2nncs2)c(=O)[nH]c1=O	0	12	-13	1.8	-3	-4	12	2	5	-6	-3.9
CCOC(=O)C1=NNC(C(=O)OCC)C1c1ccccc1 (centres undefined)	-3	10	4	0.6	8	-11	1	-4	x	-4	0.7
CC[C@H](C)[C@H](NC(=O)OCc1ccccc1)C(=O)Nc1ccc(NC(C)=O)cc1	-1	14	-13	0.6	x	1	-2	13	-17	-12	2.3
O=S(=O)(Nc1cccc(-n2cnnn2)c1)c1ccccc1	5	-2	-2	-2.0	5	-3	2	10	7	-1	1.0
COC(=O)CN(c1ccc(OCc2ccccc2)cc1)S(C)(=O)=O	1	-3	-27	0.2	2	12	2	-9	-7	7	-3.4
O=C(Nc1ccc(SC(F)F)cc1)C1=CC=CN2CCS(=O)(=O)N=C12	-3	17	-2	0.7	-5	-3	-1	4	-9	6	0.8
O=C(C1CC(c2ccc(F)cc2)=NO1)N1CCCCC1 (centres undefined)	1	6	-6	1.9	6	-2	0	-6	14	-10	-0.4

Screening data (PubChem BioAssay)
